# Screening results deposited in PubChem BioAssay by Southern Research Specialized Biocontainment Screening Center.
# H1N1 NS1A inhibition: H1N1 influenza NS1A inhibitors, functional cell based assay (AID 504329) | NS1A functional cell-based assay, percent inhibition; higher % means a stronger effect | inhibition, % at 12.5 µM; hits with a dose series show IC50 in µM | hit rate 0.3% among 340,000; in the data active means a potency from the dose series; inconclusive means inhibition above about 27% without an active follow-up result; further: strong numbers were not always called active
# VEEV TC-83 Vero: inhibitors of VEEV TC-83 cytopathic effect, confirmation, Vero cells (AID 588727); Vero cells, VEEV TC-83 cytopathic effect inhibition; higher % means a stronger effect; one-dose inhibition, % at 20 µM; IC50 in µM for titrated hits; hit rate 0.13% among 350,000; in the data active means a potency from the dose series; inconclusive means inhibition mostly from about 14% at the one dose, without a potency; inactive means the rest, 99 in 100 with inhibition below about 12%; further: strong numbers were not always called active
# M. tuberculosis: growth inhibition of non-replicating M. tuberculosis (AID 488890). Mycobacterium tuberculosis non-replicating, growth inhibition; higher % means a stronger effect. inhibition, % at 25 µM, or IC50 in µM where a hit was titrated. hit rate 0.39% among 320,000; in the data active means a potency from the dose series; inconclusive means inhibition mostly from about 82% at the one dose, without a potency; inactive means the rest, 99 in 100 with inhibition below about 76%;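 further: plate controls were DMSO cells for no effect and high antibiotic wells for full effect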
# PhoP GFP inhibition: PhoP regulon inhibitors, Salmonella typhi PhoP promoter GFP reporter, confirmatory (AID 1850) | Salmonella Typhi PhoP-promoter GFP reporter, fluorescence, 4 h; higher % means a stronger effect | inhibition, % at 50 µM, or IC50 in µM where a hit was titrated | hit rate 0.33% among 310,000; in the data active means a potency from the dose series; inconclusive means inhibition mostly from about 25% at the one dose, without a potency; inactive means the rest, 99 in 100 with inhibition below about 19%;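 further: 0% = induced wells with vehicle and 100% = uninduced wells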
# M. tuberculosis HTS: M. tuberculosis growth inhibition, HTS (AID 449762) | M. tuberculosis H37Rv growth inhibition, 7H9 media; higher % means a stronger effect | one-dose inhibition, % at 25 µM; IC50 in µM for titrated hits | hit rate 0.59% among 330,000; in the data active means a potency from the dose series; inconclusive means inhibition above about 70% without an active follow-up result;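 further: bacterial growth assessed after seven days of incubation; strong numbers were not always called active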
# VEEV TC-83 Vero 10K pilot screen: further read-out of VEEV TC-83 Vero, marked with its call; inhibition, %; measured here: 10K pilot screen inhibition
# Numbers without * were called inactive; i = inactive; ? = inconclusive; · = no result given; & = joins results of further samples.
SMILES,H1N1 NS1A inhibition,VEEV TC-83 Vero,M. tuberculosis,PhoP GFP inhibition,M. tuberculosis HTS,others
Cn1cc(CN2CCC(C(=O)N3CCCCC3)CC2)c(-c2ccccc2F)n1,-9%,i,-4%,-2%,-7%,
CCOc1cc(C=O)ccc1OCc1cc(=O)n2cc(C)ccc2n1,1%,2.0%,-15%,1%,-1%,
CCc1ccc(NC(=O)C2CCN(S(=O)(=O)c3ccc4[nH]c(=O)ccc4c3)CC2)cc1,-4%,0.8%,5%,-14%,-6%,
O=C(COC(=O)C1CCCC1)NCc1ccc(Cl)cc1,5%,0.5%,78%,11%,5%,
CC(C)(C)OC(=O)N1CCC(c2c(C(=O)N3CCN(C(=O)c4ccco4)CC3)cnn2-c2ccc(F)cc2)CC1,-2%,0.1%,23%,0%,1%,
CN(C)c1cc(-c2ccc([N+](=O)[O-])cc2)oc(=O)c1Cl,-2%,i,-2%,2%,-5%,
COc1ccc(C2C(C#N)=C(N)Oc3cc(N)ccc32)cc1OC (centres undefined),4%,10.0%,4%,1%,-3%,
CCN(CC)S(=O)(=O)c1ccc(N(C)C)c(NC(=O)CC(NC(C)=O)c2ccccc2)c1 (centres undefined),-3%,1.8%,24%,-1%,2%,
Nc1nc(NCCOCCO)nc(N2CCCCCC2)c1[N+](=O)[O-],1%,1.2%,-7%,-1%,4%,
COCCNC(=O)c1cc(-c2ccc(-c3ccccc3)cc2)nc2ccccc12,4%,7.4µM*,10%,-5%,-1%,
CC(C)(C)c1cc(C(=O)C[n+]2ccc(C(=O)NCCCO)cc2)cc(C(C)(C)C)c1O,11%,0.2%,4%,-9%,-2%,
CCOC(=O)c1ccc2c(c1)C(=O)N(C1CCCCC1)C2=O,2%,0.5%,62%,-2%,98µM*,
Cc1nc(C)n(C(C)CNS(=O)(=O)c2ccc(Cl)cc2)n1 (centres undefined),0%,i,-15%,8%,-2%,
CC1(C(=O)Nc2nnc(SCc3ccccc3)s2)Cc2ccccc2C(=O)O1 (centres undefined),-11%,i,17%,3%,-5%,
CCOC(=O)C1C(=O)CC(C)(O)C(C(=O)OCC)C1c1ccc([N+](=O)[O-])cc1 (centres undefined),-7%,0.4%,-4%,1%,0%,
CC(=O)NC12CC3CC(C1)CC(C(=O)OCC(=O)NC(=O)c1cccn1C)(C3)C2,10%,0.8%,-10%,6%,-8%,
C#CCOCCOCCOCCNc1nc(N2CCN(C(=O)[C@H]([C@@H](C)O)n3cc(CCCCN)nn3)CC2)nc(N2CCN(C(=O)[C@H](CCCCN)n3cc(CCCC)nn3)CC2)n1,-9%,2.0%,31%,8%,3%,
CC(=O)C1=C(O)C(=O)N(CCN2CCOCC2)C1c1ccc(N(C)C)cc1 (centres undefined),6%,1.1%,-18%,8%,-2%,
Cc1ccsc1C1NC(=O)c2ccccc2N1 (centres undefined),3%,0.0%,-7%,13%,2%,
CCOC(=O)c1c(S(=O)(=O)NCC(=O)Nc2cc(C)ccn2)c(C)n(C)c1C,15%,1.2%,8%,-1%,8%,
COc1ccc(OC)c(CN2CCN(S(=O)(=O)c3ccccc3)CC2)c1,1%,i,-3%,6%,10%,
CCCCN(C)C(=O)C1CCCN(S(=O)(=O)c2ccc3c(c2)oc(=O)n3C)C1 (centres undefined),6%,1.1%,-25%,-3%,-10%,VEEV TC-83 Vero 10K pilot screen=0.0
COc1cc(/C=C2\C(=N)N3N=C(S(C)(=O)=O)SC3=NC2=O)ccc1OCCOc1ccccc1C,-15%,1.8%,46%,0%,5%,
Cc1ccc(C(=O)CSc2n[nH]c(-c3ccco3)n2)cc1C,-7%,4.1%,6%,-11%,-16%,
c1coc(C2OCC3(CO2)COC(c2ccco2)OC3)c1 (centres undefined),7%,6.0%,7%,1%,9%,
Cc1c(C(C)(C)C)s/c(=N/S(=O)(=O)c2ccccc2)n1C,2%,i,0%,6%,-13%,
CC(C)(C)OC(=O)N1CCC(NC(=O)c2nc[nH]c2C(=O)NCC(=O)OCc2ccccc2)CC1,1%,?,37%,10%,5%,
Cc1cccc(NS(=O)(=O)c2ccc(C)c(C(=O)N(C)C3CCN(C)CC3)c2)c1,-12%,6.3%,·,·,·,
O=S(=O)(Nc1ccncc1)c1cc(Cl)ccc1Cl,-2%,1.9%,-4%,-9%,-5%,
Cc1ccc(-n2ncc3c2CCCC3NC(=O)CCCN2CCCCC2=O)cc1C (centres undefined),-5%,1.5%,4%,-9%,1%,

# Ordered by molar mass (smallest number first): three of the compounds above.
SMILES,H1N1 NS1A inhibition,VEEV TC-83 Vero,M. tuberculosis,PhoP GFP inhibition,M. tuberculosis HTS,others
Cc1c(C(C)(C)C)s/c(=N/S(=O)(=O)c2ccccc2)n1C,2%,i,0%,6%,-13%,
COc1ccc(OC)c(CN2CCN(S(=O)(=O)c3ccccc3)CC2)c1,1%,i,-3%,6%,10%,
Cc1ccc(-n2ncc3c2CCCC3NC(=O)CCCN2CCCCC2=O)cc1C (centres undefined),-5%,1.5%,4%,-9%,1%,

# Further results
SMILES,H1N1 NS1A inhibition,VEEV TC-83 Vero,M. tuberculosis,PhoP GFP inhibition,M. tuberculosis HTS,others
CNC(=S)N1CCc2ccccc2C1,2%,1.4%,-2%,-10%,9%,
Cc1cccc(OCC(=O)OC(C)CN2CCCCC2)c1 (centres undefined),-6%,0.6%,15%,-3%,6%,
CCOC(=O)c1cc(NC(=O)c2ccc(OC)cc2)c(=O)oc1-c1ccccc1,2%,i,4%,-12%,3%,
NNC(=O)c1oc2nc(-c3ccco3)cc(-c3ccco3)c2c1N,·,13%,-11%,12%,24%,
NC(=O)CNC(=O)[C@@H]1CC2(CC(c3ccccc3)=NO2)CN1C(=O)c1ccc(Br)cc1 (some centres undefined),0%,1.1%,1%,-23%,-1%,
Cc1nnc(SCc2ccc([N+](=O)[O-])cc2)[nH]c1=O,-1%,1.1%,-2%,6%,-5%,
Cc1ccc(CCNC(=O)C2CCN(S(=O)(=O)c3cccc4cccnc34)CC2)cc1,1%,7.0%,12%,-2%,10%,
CN(C(=O)c1cccc(NC(=O)Cc2ccc(NC(=O)C3CCN(C(=O)CCc4ccccc4)CC3)cc2)c1)C1CCCCC1,-6%,0.2%,·,·,·,
O=S(=O)(Nc1ncnc2scc(-c3ccc(F)cc3)c12)c1cc(F)ccc1F,0%,6.9%,27%,2%,-4%,
CN(CC(=O)Nc1ccc(Cl)c(Cl)c1)C(=O)/C=C/c1ccc(F)cc1,-13%,0.2%,-10%,-6%,-6%,
Cc1ccc(S(=O)(=O)N2CCN(C(=O)CN3C(=O)c4ccccc4C3=O)CC2)c(C)c1,-7%,i,-7%,·,-1%,
Cc1cc(C2=NNC(=NCCc3ccccc3)SC2)c(C)n1CC1CCCO1 (centres undefined),12%,i,28%,-3%,?,
O=C(/C=C/c1ccccc1)NCCc1ccc2c(c1)OCCO2,20%,0.4%,31%,-5%,3%,
COc1cccc(C(=O)Nc2ccc(N(C)C)cc2)c1OC,5%,2.7%,-5%,-5%,-9%,
N#CC1=C2N=C(N)c3ccccc3N2C2=C(C(=O)CCC2)C1c1cccc(Cl)c1 (centres undefined),18%,4.4%,63%,12%,5%,
Cc1cc(-c2ccc(N3CCOCC3)cc2)nc2ccccc12,-5%,2.6%,21%,-5%,8%,
COc1ccc(CCNC(=O)COC(=O)Cc2c[nH]c3ccccc23)cc1OC,-5%,1.2%,7%,·,8%,
CCc1nn(C(C)C(=O)N2CCc3ccccc3C2)c(=O)c2cc3occc3n12 (centres undefined),-16%,7.7%,8%,-6%,-1%,
CC(=O)O[C@]1(C(C)=O)CC[C@H]2[C@@H]3C[C@H](C)C4=CC(=O)CC[C@]4(C)[C@H]3CC[C@@]21C,-4%&-5%,2.6%&0.7%,-1%&14%,-8%&-6%,20%&10%,
CCOC(=O)Cc1nnc(NC(=O)CSc2ccc(C)cc2)s1,-4%,i,7%,-16%,-8%,
CCOc1ccccc1/C=N/Nc1ccc(Cl)nn1,3%,1.1%,9%,-5%,13%,
CC(C)NS(=O)(=O)c1ccc(OCC(=O)NCCC2=CCCCC2)cc1,7%,0.9%,8%,1%,1%,
COc1ccc(NS(=O)(=O)c2ccc3c(c2)CCO3)cc1,-2%,i,-6%,1%,6%,
COc1ccccc1CN(C)C(=O)CN1CCN(CC(=O)Nc2ccccc2Cl)CC1,-1%,2.4%,-1%,·,2%,
CCNc1ccc(C(=O)Nc2ccc3nc(C)sc3c2)cc1[N+](=O)[O-],-4%,0.3%,3%,-9%,-8%,VEEV TC-83 Vero 10K pilot screen=1.4
O=C(NCCN1CCOCC1)c1csc2c1CCCC2,1%,0.4%,-26%,5%,-9%,
CC(=O)Nc1ccc(-c2csc(Nc3ccccn3)n2)cc1,-1%,6.8%,5%,19%,8%,
O=C(COC(=O)Cc1ccc(F)cc1)Nc1ccc2[nH]c(=O)[nH]c2c1,-3%,1.9%,10%,2%,-2%,
Cc1cccc(Cn2c(=O)n(CCCC(=O)NCc3ccco3)c(=O)c3ccccc32)c1,0%,8.8%,-3%,-11%,0%,
CC(C)c1ccc(-n2c(O)c(C=NC(CCS(C)=O)C(=O)O)c(=O)[nH]c2=S)cc1 (centres undefined),-10%,i,20%,-21%,-3%,
O=C(CCNC(=O)c1ccc(Cl)cc1)NC1CCCc2ccccc21 (centres undefined),-7%,20µM*,-4%,·,-2%,
Cc1ccc(S(=O)(=O)N2CCOCC2)cc1C(=O)Nc1ccc(C(N)=O)cc1,15%,i,-1%,2%,-9%,
Cc1nnc2ccc(-c3ccc(NS(C)(=O)=O)cc3)nn12,-6%,0.7%,-23%,-6%,-6%,VEEV TC-83 Vero 10K pilot screen=1.2
COc1cccc(NC(=O)CSc2cccc[n+]2[O-])c1,0%,0.6%,-15%,·,-4%,
O=C(COc1ccc(Cl)c2cccnc12)N1CCOCC1,-4%,7.4%,-4%,·,-2%,
N=C1C(c2nc3ccccc3s2)=C(O)CN1NC(=O)c1ccc([N+](=O)[O-])cc1,-15%,?,·,·,·,
C[C@H](N)c1nnc(SCC(N)=O)o1,5%,3.7%,-11%,6%,5%,
CCOc1ccc(S(=O)(=O)N2CCC(C(=O)NCCc3ccc(S(N)(=O)=O)cc3)CC2)cc1,-9%,0.5%,-1%,0%,8%,
CCCCn1nnnc1NCc1cccc(OC)c1OC,2%,0.7%,-2%,-1%,-2%,
O=C(c1cc(COc2ccc(F)cc2Cl)on1)N(Cc1ccncc1)CC1CCCO1 (centres undefined),9%,i,13%,0%,4%,
O=C(Nc1ccc(N2CCOCC2)cc1)Nc1ccc2nsnc2c1,2%,0.5%,7%,2%,0%,
CCn1ncc(C2=NOC(C(=O)NCc3ccc(OC)cc3)C2)c1C (centres undefined),3%,2.2%,-5%,8%,2%,
O=C(CN1C(=O)NC2(CCCCC2)C1=O)N1CCN(C(=O)c2cccs2)CC1,-13%,2.2%,1%,·,-5%,

# By substructure, the entries above with a Cl atom.
SMILES,H1N1 NS1A inhibition,VEEV TC-83 Vero,M. tuberculosis,PhoP GFP inhibition,M. tuberculosis HTS,others
O=C(COC(=O)C1CCCC1)NCc1ccc(Cl)cc1,5%,0.5%,78%,11%,5%,
CN(C)c1cc(-c2ccc([N+](=O)[O-])cc2)oc(=O)c1Cl,-2%,i,-2%,2%,-5%,
Cc1nc(C)n(C(C)CNS(=O)(=O)c2ccc(Cl)cc2)n1 (centres undefined),0%,i,-15%,8%,-2%,
O=S(=O)(Nc1ccncc1)c1cc(Cl)ccc1Cl,-2%,1.9%,-4%,-9%,-5%,
CN(CC(=O)Nc1ccc(Cl)c(Cl)c1)C(=O)/C=C/c1ccc(F)cc1,-13%,0.2%,-10%,-6%,-6%,
N#CC1=C2N=C(N)c3ccccc3N2C2=C(C(=O)CCC2)C1c1cccc(Cl)c1 (centres undefined),18%,4.4%,63%,12%,5%,
CCOc1ccccc1/C=N/Nc1ccc(Cl)nn1,3%,1.1%,9%,-5%,13%,
COc1ccccc1CN(C)C(=O)CN1CCN(CC(=O)Nc2ccccc2Cl)CC1,-1%,2.4%,-1%,·,2%,
O=C(CCNC(=O)c1ccc(Cl)cc1)NC1CCCc2ccccc21 (centres undefined),-7%,20µM*,-4%,·,-2%,
O=C(COc1ccc(Cl)c2cccnc12)N1CCOCC1,-4%,7.4%,-4%,·,-2%,
O=C(c1cc(COc2ccc(F)cc2Cl)on1)N(Cc1ccncc1)CC1CCCO1 (centres undefined),9%,i,13%,0%,4%,
